From PubChem BioAssay
TGFb inhibitor: qHTS for Inhibitors of TGF-b | hit rate 1.2% among 410,000 | AID 588855, 2011 | HepG2 CAGA-GFP TGF-b/SMAD3 reporter, GFP fluorescence, 18 h; TGF-beta stimulated, 500 pg/mL final | Potency, µM (doses to about 46.1 µM), for inactives: top-dose activity, negative = inhibition, actives largely listed as inhibitors; note: % is set by controls: 0 for no effect and ±100 for the full control effect; nearly all actives have a fitted effect of over 65% in size
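Inhibition was scored as loss of TGF-beta-induced (500 pg/mL final, 18 hours, 37 degrees C) GFP in HEPG2 cells carrying a CAGA-GFP reporter, in DMEM with 1% FBS. Well GFP was summed per cell; Activity was normalised to unstimulated and stimulated DMSO wells, then concentration-response fitting.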
ATXN2 expr inh: Primary qHTS for Inhibitors of ATXN expression; HEK-293 ATXN2-luciferase reporter, luminescence, 24 h; Potency, µM (top dose mostly 57 µM), without a hit: top-dose activity change, negative = inhibition, actives largely listed as inhibitors; hit rate 0.72% among 360,000; AID 1745845, 2022; note: % is set by controls: 0 for no effect and ±100 for the full control effect; nearly all actives have a fitted effect of over 55% in size
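qHTS (up to 57 uM final) was run with 24 h compound exposure of reporter cells at 37 °C. Each well was multiplexed: SteadyGlo luminescence measured ATXN2-luciferase expression after a fluorogenic Gly-Phe-AFC viability readout (25 uM final).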
Nrf2 ARE act: qHTS of Nrf2 Activators | hit rate 0.31% among 410,000 | Potency, µM (doses to about 46.1 µM), for inactives: at the top dose activation, actives largely listed as activators | AREc32 ARE-luciferase reporter (MCF7-derived line), luminescence, 24 h; note: % of control where 0% means no effect; nearly all actives have a fitted effect of over 65% in size
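Steps: seed AREc32_Fluc cells (1000/well, 5% FBS OPTI-MEM); incubate overnight at 37 deg C; add 23 nL compound; incubate 24 hr; add Steady-Glo; hold 30 min RT; read luminescence.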
HepG2 tox: qHTS for Inhibitors of TGF-b: Cytotox Counterscreen; HepG2 CAGA-GFP viability, ATP luminescence, 18 h; Potency, µM (top dose mostly 46.1 µM), for the others: at the top dose activity change, negative = cytotoxicity, most hits filed as cytotoxic; hit rate 0.76% among 410,000; AID 588856, 2011; note: some results filed as inactive show a strong effect at the top dose
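CellTiter-Glo luminescence gave cytotoxicity after 18 hours at 37 degrees C. The cells were HepG2 CAGA-GFP in 1% FBS DMEM, stimulated with 500 pg/mL TGF-beta after compound addition. %Activity was normalised to no-cell wells (complete cell-killing) and DMSO (no toxicity), and curves were fitted and classified.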
ATXN viability: Viability Counterscreen for Primary qHTS for Inhibitors of ATXN expression. hit rate 0.49% among 400,000. S2 cells (HEK-293 line with an ATXN2-luciferase reporter) viability, CellTiter-Fluor protease fluorescence, 24 h. Potency, µM (series often up to 56.7 µM), hits mostly cytotoxic; note: nearly all actives have a fitted effect of over 40% in size
EPAC2 antagonist: qHTS for Antagonist of cAMP-regulated guanine nucleotide exchange factor 2 (EPAC2): primary screen; Rap guanine nucleotide exchange factor 4 (Homo sapiens), Q8WZA2; EPAC2 GEF exchange of Rap1B-BODIPY-GDP, fluorescence; Potency, µM (titrated, usually from 114 µM), for inactives: top-dose activity, negative = inhibition, most hits filed as inhibitors; hit rate 0.18% among 360,000; note: % is set by controls: 0 for no effect and ±100 for the full control effect; nearly all actives have a fitted effect of over 45% in size; many of its hits are not listed in these tables
Target sequence (Q8WZA2 whole entry, looked up): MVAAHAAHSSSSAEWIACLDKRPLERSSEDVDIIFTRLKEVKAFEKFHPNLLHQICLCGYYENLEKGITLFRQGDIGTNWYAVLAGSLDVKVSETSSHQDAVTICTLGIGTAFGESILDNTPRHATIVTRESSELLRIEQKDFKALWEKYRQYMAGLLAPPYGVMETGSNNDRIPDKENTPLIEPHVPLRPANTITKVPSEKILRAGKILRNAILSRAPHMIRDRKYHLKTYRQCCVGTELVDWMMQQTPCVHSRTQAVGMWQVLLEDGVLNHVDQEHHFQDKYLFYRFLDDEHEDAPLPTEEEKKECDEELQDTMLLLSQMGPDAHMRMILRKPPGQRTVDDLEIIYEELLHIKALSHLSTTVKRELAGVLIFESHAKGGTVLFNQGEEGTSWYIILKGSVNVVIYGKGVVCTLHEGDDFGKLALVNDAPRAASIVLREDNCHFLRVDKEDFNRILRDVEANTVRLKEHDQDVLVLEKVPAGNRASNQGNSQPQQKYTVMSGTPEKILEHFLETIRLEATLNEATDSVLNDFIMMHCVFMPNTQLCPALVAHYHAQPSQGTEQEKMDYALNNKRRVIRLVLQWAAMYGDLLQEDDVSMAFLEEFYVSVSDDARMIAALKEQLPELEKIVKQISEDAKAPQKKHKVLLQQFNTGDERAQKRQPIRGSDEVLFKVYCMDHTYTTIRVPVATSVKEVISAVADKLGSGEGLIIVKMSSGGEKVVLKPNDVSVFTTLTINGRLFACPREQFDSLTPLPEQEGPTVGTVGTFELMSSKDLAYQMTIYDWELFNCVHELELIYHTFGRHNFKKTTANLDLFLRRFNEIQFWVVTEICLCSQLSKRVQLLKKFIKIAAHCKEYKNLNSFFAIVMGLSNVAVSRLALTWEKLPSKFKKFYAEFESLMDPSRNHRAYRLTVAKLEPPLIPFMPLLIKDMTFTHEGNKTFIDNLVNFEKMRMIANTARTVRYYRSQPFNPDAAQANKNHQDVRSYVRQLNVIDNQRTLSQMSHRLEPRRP
Nrf2 inh: Nrf2 qHTS screen for inhibitors; A549 ARE-Fluc reporter, luciferase luminescence, 18-24 h; hit rate 2.1% among 360,000; Potency, µM (series often up to 46 µM), inactives show at the top dose activity change, negative = inhibition, most hits filed as inhibitors; note: % is set by controls: 0 for no effect and ±100 for the full control effect; nearly all actives have a fitted effect of over 60% in size
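Cells were seeded and rested 2 h, then exposed to compounds for 18-24 h. CellTiter-Fluor was read first as a viability measure. BugLite was added 15 min before the final luminescent read of ARE-luciferase activity in A549 cells.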
A549 viability: Nrf2 qHTS screen for inhibitors: counterscreen for cytotoxicity; A549 ARE-Fluc cells, CellTiter-Fluor viability, 18-24 h; Potency, µM (titrated, usually from 46 µM), without a hit: at the top dose activity change, negative = cytotoxicity, hits mostly inhibitors; hit rate 0.16% among 390,000; note: % is set by controls: 0 for no effect and ±100 for the full control effect
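A549 ARE-Fluc cells in 5% FBS OPTI-MEM, 5000 cells/well, rested 2 h then exposed to compounds in concentration-response for 18-24 h at 37 °C. Viability by CellTiter-Fluor fluorescence (Ex 405/Em 525) after 30 min; luciferase luminescence (BugLite, 15 min, RT) read afterwards.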
MCF10A rereplic: A quantitative high throughput screen for small molecules that induce DNA re-replication in MCF 10a normal breast cells; AID 624296, 2012; hit rate 2.9% among 350,000; Potency, µM (doses to about 46.1 µM), inactives show at the highest dose activity, positive = re-replication, usual class: activators; MCF 10A DNA re-replication, Hoechst nuclear intensity, 48 h; note: % of control where 0% means no effect; nearly all actives have a fitted effect of over 50% in size
The depositor's hits bear a star; i = inactive; ? = inconclusive; . = not tested or not shown; [ ] = another dose, or the depositor's remark. Calls come from the whole dose curve; as a rule, active = well fitted curve in the direction sought with a large enough effect; inconclusive = small, poorly fitted or top-dose-only effect, or another doubt; inactive = no such curve, though single readings can be large; an effect the other way counts as inactive or inconclusive. Potency is the fitted concentration of half-maximal effect.

Value order – TGFb inhibitor | ATXN2 expr inh | Nrf2 ARE act | HepG2 tox | ATXN viability | EPAC2 antagonist | Nrf2 inh | A549 viability | MCF10A rereplic
> COc1cccc(CC(=O)OCC(=O)Nc2nnc(-c3ccccc3)o2)c1
    -17.5% | 7.7% | 0.3% | -22.1% | i | -2.4% | -15.7% | -3.5% | ?
> O=C(Nc1nc(-c2ccc(Br)cc2)ns1)c1ccccc1F
    2.8% | . | 2.7% | -11.7% | . | . | -7.5% | 14.9% | .
> COc1ccc(CCNS(=O)(=O)c2ccc3c(c2)OCCO3)cc1OC
    0.0% | -7.4% | 0.8% | 4.0% | i | 9.5% | -21.5% | . | 6.8%
> COCCNS(=O)(=O)c1cccn1-c1ncc(C(F)(F)F)cc1Cl
    2.6% | -15.6% | 0.2% | 4.1% | i | -0.2% | -4.7% | -2.4% | 1.1%
> Cc1ccc(C)c(N2CCN(C(=O)CCc3nc(-c4ccccc4Cl)no3)CC2)c1
    ? | -22.1% | 3.6% | -15.0% | i | 8.8% | -29.4% | 2.9% | ?
> COc1cc(C#Cc2c(-c3cncn3C)n(C)c3ccc(-c4ccc5[nH]ccc5c4)cc23)cc(OC)c1
    -6.5% | 5.0% | 3.8% | -13.0% | i | 0.8% | -21.6% | ? | 11.2%
> Cc1cnc(NC(=O)CSc2nnc(-c3ccccc3)n2Cc2ccccc2)s1
    -1.3% | 31.6% | -0.5% | -4.6% | i | 5.1% | 9.2% | 2.3% | 1.1%
> O=S(=O)(NCc1nnc2ccccn12)c1ccc(F)cc1
    14.1% | -13.8% | -0.1% | -0.7% | i | -8.3% | -0.2% | 0.0% | 3.1%
> Cc1ccc(S(=O)(=O)NCc2ccc(N3CCN(C(=O)OC(C)(C)C)CC3)cc2)cc1
    0.0% | -10.4% | 0.3% | -10.0% | i | -12.4% | 25.9µM* | -10.3% | 7.1%
> CC1(C)OC(=O)C(=NNc2ccc(O)cc2)C(=O)O1
    -17.0% | 9.0% | 0.8% | -28.3% | i | -3.1% | ? | ? | 13.2%
> Cc1ccc(Cn2c(C3CCCN3c3nc(-c4cc(Cl)c(N)c(Cl)c4)cs3)nc3cc(C(=O)NCCCO)ccc32)cc1 (configuration not stated)
    ? | -22.1% | 6.0% | 2.6% | ? | 0.3% | ? | -9.8% | ?
> S=C(NCc1ccco1)Nc1ccc(Cl)cc1
    ? | 10.5% | 1.5% | 2.3% | i | -1.1% | 10.0% | -2.0% | -0.4%
> COc1ccc2cc(C3CC(c4ccco4)=NN3S(=O)(=O)c3ccccc3)c(Cl)nc2c1 (configuration not stated)
    21.3% | 0.3% | -0.5% | -6.6% | i | 7.4% | 3.9% | -1.1% | 20.2%
> Cc1cc(C)c2c(CN3CCOCC3)cc(=O)oc2c1
    -0.2% | . | 2.3% | -1.1% | i | -19.7% | 4.7% | 0.3% | -1.8%
> O=C(NN=Cc1ccc(O)c(O)c1)c1ccccc1
    -2.4% | 23.4% | 10.5% | -0.8% | ? | 0.8% | . | . | .
> Cc1ccc(S(=O)(=O)N2CCCCC2CCNC(=O)C(=O)Nc2ccccc2F)cc1 (configuration not stated)
    -2.2% | 6.2% | -2.6% | -3.6% | i | -11.7% | -11.0% | -15.1% | 16.6%
> O=C(Nc1ccc(CCC(=O)N2CCCC2)cc1)c1ncn[nH]1
    2.6% | 4.7% | 0.2% | 3.9% | i | 5.7% | 12.4% | 0.2% | 3.6%
> CCc1nc(SCc2ccc(C(=O)OC)o2)n[nH]1
    -0.8% | 15.4% | 0.5% | -10.4% | i | 22.2% | -9.3% | 2.8% | ?
> CCCCNC(=O)C1(C)CCN1C(=O)c1cc(C)n(C(C)(C)C)n1 (configuration not stated)
    -7.4% | 8.8% | -0.6% | 1.6% | i | 13.7% | . | . | .
> O=S(=O)(NCCc1c[nH]c2ccccc12)c1ccccc1
    -2.4% | 13.7% | -0.2% | -51.8% | i | -14.7% | 2.8% | -5.3% | -1.6%
> CC1(C)Oc2ccc3ccc(=O)oc3c2/C(=C/Nc2ccccn2)C1=O
    -8.6% | 6.8% | -0.9% | -24.7% | ? | -1.3% | -25.3% | -19.8% | 2.6%
> CCCCN(C)C(=O)C1CCC(Cn2c(=O)[nH]c3ccsc3c2=O)CC1 (configuration not stated)
    -16.4% | -6.4% | 4.9% | -12.1% | i | . | -15.3% | 12.7% | .
> COC(=O)c1ccc(C(=O)NC2CCCc3c2cnn3-c2ccc(C)c(C)c2)cc1 (configuration not stated)
    ? | ? | 0.3% | -17.5% | ? | 11.4% | ? | ? | 2.31µM*
> CS(=O)(=O)N(CC(=O)Nc1ccccc1C(=O)NCc1ccco1)c1ccccc1F
    -0.9% | -8.5% | 6.2% | -14.1% | i | 9.5% | -12.6% | 1.9% | -0.9%
> COc1ccc(NC2CCCN(Cc3cccc4cnccc34)C2)cc1OC (configuration not stated)
    ? | . | 7.1% | -25.3% | i | 3.7% | -20.3% | 6.9% | 15.7%
> O=C1NC(=NCc2ccccc2)NC1(c1ccccc1)c1ccccc1
    2.3% | -6.3% | -0.3% | 5.3% | i | -2.7% | 0.4% | 11.1% | 15.9%
> Nc1nc(SCC(=O)c2cccc([N+](=O)[O-])c2)n[nH]1
    -7.8% | . | 4.1% | -18.1% | i | -12.0% | 18.1% | 27.0% | 2.5%
> COC(=O)c1nc(C(=O)OC)c(C(=O)OC)nc1C(=O)OC
    ? | -11.5% | 0.2% | -14.7% | i | -0.2% | . | -3.5% | -0.6%
> Cc1ccc([N+](=O)[O-])cc1NC(=O)CCc1ccccc1
    11.7% | -15.0%[11.3 µM] | 4.3% | 10.0% | i | 2.7% | ? | -2.1% | -0.1%
> Cn1c(=O)c2c(nc(CN3CCN(c4ccc(F)cc4)CC3)n2CCN2CCOCC2)n(C)c1=O
    -0.5% | -22.9% | -0.6% | -2.0% | i | 1.5% | -23.8% | -0.6% | 1.2%
> CCOC(=O)CC12CN3CN(C1)CC(CC(=O)OCC)(C3)C2=O
    -5.3% | 7.3% | -0.8% | -71.7% | i | 7.3% | -0.8% | -2.8% | -9.2%
> COc1ccc(N2C(=O)CS(=O)(=O)C23C(=O)N(Cc2ccc(F)cc2)c2ccc(C)cc23)cc1 (configuration not stated)
    11.9% | -10.9% | -1.5% | -54.2% | i | . | -11.5% | 1.2% | .
> COc1ccc(NC(=O)CC2C(=O)Nc3ccccc3N2CC(=O)N2CCCC2)cc1 (configuration not stated)
    -2.7% | 5.4% | 2.3% | -1.3% | i | -2.0% | -2.8% | 0.4% | 2.8%
> Cc1ccc(/C=C2\SC(=S)N(C3CCS(=O)(=O)C3)C2=O)cc1 (configuration not stated)
    6.4% | -35.3% | 2.1% | 0.0% | ? | 5.2% | -10.7% | ? | 11.5%
> COC(=O)C(Cc1ccccc1)NC(=O)CNC(=O)c1ccc(Br)cc1 (configuration not stated)
    -0.7% | -10.6% | 1.8% | -19.2% | i | 14.8% | 7.2% | -0.7% | -8.6%
> CSc1nnc(-c2sc3cc(Cl)ccc3c2Cl)n1C
    1.2% | 2.5% | 0.1% | 0.6% | i | 3.3% | 1.8% | -6.0% | ?
> O=C1NCC(c2ccccc2)C1C(=O)N/N=C/c1ccc(Cl)s1 (configuration not stated)
    -6.1% | -6.0% | 0.2% | -5.0% | i | -9.7% | -8.7% | -0.6% | -3.8%
> O=C(NCc1cccs1)c1cccnc1SCCS(=O)(=O)c1ccc(C(F)(F)F)cn1
    2.3% | 33.2% | ? | -5.8% | i | -5.7% | 0.8% | -6.1% | ?
> Cc1ccc(NC(=S)NCCSc2ccc(Cl)cc2)cc1
    ? | -21.1% | -0.7% | -12.1% | i | ? | ? | -19.4% | ?
> CCCc1nnc(NC(=O)c2cn(CC)c3cc(N4CCN(C)CC4)c(F)cc3c2=O)s1
    25.8% | -12.0% | -0.6% | 7.5% | ? | 0.2% | 11.9% | -4.9% | 1.8%
> COc1c(C(=O)Nc2ccc3[nH]c(=O)[nH]c3c2)cc2ccccc2c1Br
    -9.3% | -19.2% | 4.5% | -1.0% | ? | -5.2% | -4.3% | 3.0% | 11.2µM*
> CC(C)c1ccc(NC(=O)Nc2nc(C(N)C3CCCCC3)cs2)cc1 (configuration not stated)
    22.4µM* | ? | -2.5% | 10µM* | ? | 6.5% | . | . | .
> O=C(COc1ccc(F)cc1)Nc1ccc2nc(SCCOc3ccccc3)sc2c1
    15.8% | -21.6% | -0.4% | -10.7% | i | . | -29.6% | 0.3% | .
> CSc1sc(-c2nnc(SCC(=O)Nc3ccccc3)n2C)c2c1C=CCC2
    -2.5% | -13.0% | -0.2% | -7.4% | i | 3.5% | -14.4% | -8.2% | -0.1%
> COc1ccc(S(=O)(=O)N(CC(=O)NCC2CCCO2)Cc2ccccc2)cc1C (configuration not stated)
    4.1% | -19.6% | -0.4% | -2.4% | i | 2.5% | 1.8% | 4.6% | 0.1%
> CCOC(=O)c1sc(NC(=O)c2ccc(S(=O)(=O)N3CCOCC3)cc2)cc1C
    -4.5% | ? | 2.9% | -28.7% | i | -12.8% | ? | 5.1% | ?
> CCCc1ccc(-c2cc(NC(=O)CSc3n[nH]c(N)n3)n(-c3ccccc3)n2)cc1
    ? | 68.0%[activator] | 6.9% | -95.1% | i | -26.7% | ? | ? | 20.6µM*

A portion of the library; rates above refer to the full screens.
